Screening results as filed in PubChem.
Dyrk1A ADPGlo – inhibitors of rat Dyrk1A kinase; Q63470; ADP-Glo luminescence, NFATc1 peptide; inhibition, % at 12.5 µM; 0.43% of 310,000 active; AID 504441; in the data active = inhibition above about 50%;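 also: plate controls were vehicle with enzyme for no effect and no enzyme for full effect; many of its hits are not listed in these tables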
KCNQ1 inh – blocks the human KCNQ1 potassium channel; P51787; CHO-K1 KCNQ1, FluxOR thallium flux fluorescence; hits give high values; B-score at 10 µM; 1.3% of 310,000 active;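 active = compounds whose thallium flux B-score, printed positive for inhibition, exceeds three library SD while starting fluorescence stays within three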;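 also: channel opened by potassium depolarization with thallium stimulus after 20 min compound exposure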
Target sequence (P51787 whole entry, looked up): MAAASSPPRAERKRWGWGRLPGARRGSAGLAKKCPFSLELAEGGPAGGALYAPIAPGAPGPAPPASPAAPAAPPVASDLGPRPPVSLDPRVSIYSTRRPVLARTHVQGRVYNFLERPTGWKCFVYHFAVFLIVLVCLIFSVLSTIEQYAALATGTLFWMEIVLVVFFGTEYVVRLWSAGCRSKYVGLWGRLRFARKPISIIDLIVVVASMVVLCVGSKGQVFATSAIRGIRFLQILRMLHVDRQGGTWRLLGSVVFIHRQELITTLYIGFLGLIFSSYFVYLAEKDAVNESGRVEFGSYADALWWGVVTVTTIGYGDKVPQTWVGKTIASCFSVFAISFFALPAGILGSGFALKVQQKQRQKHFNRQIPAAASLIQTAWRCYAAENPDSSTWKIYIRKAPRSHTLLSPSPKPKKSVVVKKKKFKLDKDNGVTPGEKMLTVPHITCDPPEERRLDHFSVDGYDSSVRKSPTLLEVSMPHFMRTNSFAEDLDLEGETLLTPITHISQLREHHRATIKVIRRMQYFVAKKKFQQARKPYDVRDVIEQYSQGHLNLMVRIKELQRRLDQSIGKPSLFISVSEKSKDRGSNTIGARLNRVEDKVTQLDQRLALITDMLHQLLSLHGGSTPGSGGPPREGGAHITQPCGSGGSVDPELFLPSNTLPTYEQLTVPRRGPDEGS
GSK3 alpha inh – blocks human GSK-3 alpha kinase. AID 2650. 0.1% of 320,000 active. P49840. inhibition, % at 10 µM. ADP-Glo luminescence, 60 min;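 in the data active = inhibition above about 50%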;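 also: GST-tagged GSK-3 alpha with peptide substrate and 25 µM ATP; 0% = DMSO neutral wells and 100% = GW8510 positive control wells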
RGS4 pot – RGS4 potentiation or activation; HEK293 M3R/inducible RGS4, carbachol calcium flux Fluo4; hits give low values; B-score at 10 µM; 0.92% of 310,000 active; AID 463111;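 active = B-score of the integrated calcium signal more than 4 SD below the library mean, with starting fluorescence not abnormally high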;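 also: negative B-score means reduced calcium response which marks RGS4 activation or potentiation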
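Material: Inducible-RGS4 HEK293 cells carrying M3 receptor; also added: carbachol at ECmax as muscarinic agonist stimulus; incubation: compound preincubation 20 min at room temperature before agonist; signal: Fluo4-AM (2 µM) calcium-flux fluorescence, kinetic read; measure: integrated calcium ratio converted to B score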
PolyA inhibitor – yeast polyadenylation inhibition; S. cerevisiae SKY197-pL101 polyadenylation reporter, beta-gal luminescence; efflux-impaired pdr1/pdr3 knockout yeast; score 100 = 6 SD above DMSO; AID 1875; 0.02% of 300,000 active; calls only at 12 µM;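 active = lowest replicate activity score at least 50, where 100 means six control SD above control mean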;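 also: yeast exposed to compound for 9 h at 30 °C; higher score means more reporter readthrough which indicates perturbed polyadenylation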
KCNK9 inh – blocks the human KCNK9 two-pore domain potassium channel | HEK293 KCNK9, FluxOR thallium flux fluorescence; hits give low values | Q9NPC2 | B-score at 10 µM | 1.2% of 310,000 active | AID 488922;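 active = ratio B-score over 3 SD below the library mean, with starting fluorescence within 5 SD of its mean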;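 also: negative B-score means less thallium flux so channel inhibition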
KCNK3 block – human KCNK3 channel inhibition, primary screen. CHO-KCNK3 thallium flux, FluxOR fluorescence; hits give low values. B-score at 10 µM. 0.84% of 340,000 active;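 active = B-score under library mean minus 4 SD, starting fluorescence ratio at most library mean plus 5 SD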;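 also: more negative B-score means stronger inhibition of thallium flux through KCNK3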
GSK3beta inhib – blocks human GSK3beta kinase activity; 0.038% of 300,000 active; activity score (negative = inhibition), % at 10 µM; P49841; GST-GSK3beta kinase, ADP-Glo luminescence, 60 min; hits give low values; AID 2097;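 active = more than half of replicate wells score below -50%, meaning over 50% inhibition versus plate controls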;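 also: 0% = median DMSO wells and -100% = median GW8510 positive control wells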
Target sequence (P49841 whole entry, looked up): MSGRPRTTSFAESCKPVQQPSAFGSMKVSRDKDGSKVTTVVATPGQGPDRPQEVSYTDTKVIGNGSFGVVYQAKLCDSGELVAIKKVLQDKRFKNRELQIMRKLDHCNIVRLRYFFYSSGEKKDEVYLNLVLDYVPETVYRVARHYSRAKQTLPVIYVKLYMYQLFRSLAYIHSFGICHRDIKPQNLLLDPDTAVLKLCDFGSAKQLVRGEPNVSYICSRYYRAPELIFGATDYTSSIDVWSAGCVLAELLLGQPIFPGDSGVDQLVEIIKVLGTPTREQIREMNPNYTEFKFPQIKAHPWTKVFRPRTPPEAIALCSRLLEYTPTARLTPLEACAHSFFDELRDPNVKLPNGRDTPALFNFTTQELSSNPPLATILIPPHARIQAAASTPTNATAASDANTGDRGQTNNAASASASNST
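Assay system: GST-fused GSK3beta enzyme, cell-free / Medium: Tris pH 7.5 buffer with MgCl2, DTT, BSA, heparin / Also added: peptide substrate plus 25 µM ATP (final) / Compound: 10 µM single point / Timing: kinase reaction with compound 60 min at room temperature / Detection: ADP-Glo luminescence / Benchmarks: DMSO neutral wells and GW8510 at 20 µM as positive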
KCNQ1 pot – potentiates or activates the human KCNQ1 potassium channel; CHO-K1 KCNQ1, thallium flux FluxOR fluorescence; hits give high values; 0.35% of 310,000 active; B-score at 10 µM;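 active = fluorescence ratio B-score, a plate-corrected score, at least three library SD, with initial intensity B-score within 5 SD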
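System: Stable KCNQ1 CHO-K1 line | Incubation: 90 min dye loading and 20 min compound exposure, both at room temperature | Measure: Ratio B score | Medium: Assay buffer for compound exposure, DMSO matched across wells | Compound dosing: Single-concentration screen | Probe or stimulus: K+/Tl+ depolarizing stimulus | Measured by: Kinetic FluxOR fluorescence, 10 s baseline plus 110 s post-stimulus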
hERG rescue – compounds protecting human hERG from proarrhythmic drug block | 0.51% of 310,000 active | CHO-hERG, FluxOR thallium flux, dofetilide IC70 present | activation (rescue from dofetilide block), less the hit threshold, % at 10 µM;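 active = activation above the mean of controls blocked by dofetilide plus 5 SD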;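 also: thallium influx through hERG after potassium depolarization seen as dye fluorescence rise; in these data hits start at about 4.7%; inactives centre near -7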
RGS4 block – inhibitors of human RGS4; P49798; HEK293 M3R/RGS4 inducible, Fluo-4 calcium flux; hits give high values; triggered by carbachol at its EC20; B-score at 10 µM; 0.45% of 310,000 active; AID 463165;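 active = B-score, a plate-corrected calcium signal, over three deviations above library mean, with baseline fluorescence within five deviations of library mean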;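 also: RGS4 expression induced by doxycycline in cells with stable M3 receptor; B-score is computed from the integrated fluorescence ratio over baseline after carbachol; higher B-score means a larger calcium signal and so more RGS4 inhibition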
Numbers without * were called inactive; i = inactive; . = not tested or not shown. The list is partial; rates above refer to the full screens.

Order of results – Dyrk1A ADPGlo	KCNQ1 inh	GSK3 alpha inh	RGS4 pot	PolyA inhibitor	KCNK9 inh	KCNK3 block	GSK3beta inhib	KCNQ1 pot	hERG rescue	RGS4 block
1: CCOC(=O)CN1C(=O)C(C)(C)Oc2ccc(C(=O)Nc3ccccc3OC)cc21
  -1	i	23	i	i	i	i	-2	i	-14	i
2: Cn1c(=O)c2ncn(CC(=O)Nc3cc(C(F)(F)F)ccc3N3CCOCC3)c2n(C)c1=O
  3	i	1	i	i	i	i	-3	i	-7	i
3: CCOC(=O)CSc1nc2ccc(NC(C)=O)cc2s1
  0	i	-1	i	i	i	i	0	i	-10	i
4: CS(=O)(=O)N1CCN(c2nc(-c3ccccc3)cs2)CC1
  -7	i	0	i	i	i	i	2	i	-4	i
5: O=C(CSC(=S)N1CCCCC1)Nc1ncc2c(n1)CCCC2=O
  .	i	1	i	i	i	i	0	i	-12	i
6: CCC(=O)N1N=C(c2ccc(Cl)cc2)CC1c1ccco1 (stereo not drawn)
  .	i	-1	i	i	i	i	-3	i	-7	i
7: CS(=O)(=O)N(CC(=O)N1CCC(C(N)=O)CC1)C1CCCCC1
  0	i	-4	i	i	i	i	2	i	-9	i
8: Cc1cc2ncn(N)c2cc1C
  -1	i	-2	i	i	i	i	-2	i	-7	i
9: CC(=O)c1ccccc1NC(=O)COC(=O)/C(=C/c1ccccc1)n1nnnc1C
  0	i	-1	i	i	i	i	0	i	0	i
10: Cc1occc1C(=O)Nc1cccc2ccccc12
  11	i	1	i	i	i	i	0	i	-3	i
11: COc1ccc(C(C)=O)cc1CSc1nnc(-c2ccncc2)n1C
  .	i	-2	i	i	i	i	3	i	-5	i
12: O=C(O)c1ccc(CNCc2cccc(OCc3ccc(F)cc3)c2)cc1
  1	i	-1	i	i	i	i	2	i	-3	i
13: CCc1ccc(OCC(=O)NC(NC(=S)Nc2ccc(Cl)cc2)C(Cl)(Cl)Cl)cc1 (stereo not drawn)
  6	i	1	i	i	i	i	1	i	-8	i
14: COC(=O)c1c(NC(=O)c2ccc(C)cc2)csc1C
  -4	i	0	i	i	i	i	5	i	-5	i
15: CCOc1ccc(C(c2c(C)n(C)n(-c3ccccc3)c2=O)c2c(C)n(C)n(-c3ccccc3)c2=O)c(O)c1
  5	i	4	i	i	i	i	-6	i	-9	i
16: Cc1ccc(/C=N/NC(=O)Cn2cnc3ccccc32)o1
  -12	i	.	i	i	i	i	3	i	-6	i
17: COC(=O)c1scc(C)c1NC(=O)c1cccc(C#N)c1
  1	i	-1	i	i	i	i	0	i	-9	i
18: O=C(O)CS(=O)(=O)CC(=O)O
  10	i	-1	i	i	i	i	-4	i	-3	i
19: COc1ccc(C(=O)N(Cc2ccco2)Cc2cc3cc(C)ccc3[nH]c2=O)cc1OC
  -2	i	-7	i	i	i	i	-2	i	-8	i
20: Cc1ccc(C(=O)N2CCc3ccccc32)cc1NC(=O)c1ccco1
  .	i	0	i	i	i	i	0	i	-2	i
21: CC(C)(C)S(=O)(=O)c1ccccc1-c1noc(-c2ccccc2)c1C(N)=O
  .	i	-5	i	i	i	i	4	i	-11	i
22: CC(C)Sc1sc(C(=O)O)c(-c2ccc(Cl)cc2)c1C#N
  12	i	-4	i	i	i	i	4	i	-7	i
23: O=C(/C=C/c1ccccc1[N+](=O)[O-])OCC(=O)c1ccccc1
  .	i	-5	i	i	i	i	2	i	-6	i
24: Cc1ccccc1Cn1ccc(NC(=O)c2onc(C)c2Cl)n1
  3	i	-1	i	i	i	i	2	i	-13	i
25: CC(C)(C)c1ccc(C(=O)Cn2cnnc2C#N)cc1
  2	6*	-1	i	i	i	i	0	i	-9	i
26: Cc1cc(C)n2nc(SCC(=O)Nc3ccc(O)cc3)nc2n1
  -3	i	0	i	i	i	i	1	i	-5	i
27: O=C(Oc1cncc(Cl)c1)c1ccco1
  1	i	-3	i	i	i	i	-1	i	-9	i
28: COc1cccc(NC(=O)CN(C)C(=O)c2ccc3ccccc3c2)c1
  6	i	-3	i	i	i	i	-2	i	-10	i
29: CCC(C)Sc1nnc(Cc2cc(=O)[nH]c(=O)[nH]2)n1-c1ccc(OC)cc1 (stereo not drawn)
  -12	i	1	i	i	i	i	-2	i	-2	i
30: O=C(COC(=O)CCc1nc2ccccc2s1)NC(=O)NCc1ccco1
  15	i	-3	i	i	i	i	-3	i	-8	i
31: O=S(=O)(Nc1ccc(N2CCOCC2)cc1)c1ccc(F)cc1
  .	i	-2	i	i	i	i	2	i	-5	i
32: O=C(CNC(=O)c1nc[nH]c1C(=O)NCC(=O)OCc1ccccc1)OCc1ccccc1
  1	i	0	i	i	i	i	2	i	-5	i
33: COc1ccc([N+](=O)[O-])cc1NC(=O)/C=C/C(=O)O
  -11	i	0	i	i	i	i	-2	i	-7	i
34: O=C(CSc1nnnn1Cc1ccccc1)NCCc1ccccc1
  0	i	-2	i	i	i	i	12	i	-10	i
35: CC/C(CC(C)(C)c1ccccc1)=N\O
  3	i	-2	i	i	i	i	3	i	-8	i
36: CCOc1ccc(N(CC)C(=O)Cc2c(C(=O)O)n(C)c3ccccc23)cc1
  -1	i	-5	i	i	i	i	0	i	-2	i
37: CCOc1ccc(N(CC(=O)N2CCN(Cc3ccccc3)CC2)S(C)(=O)=O)cc1
  8	i	-3	i	i	i	i	0	i	-6	i
38: Cc1cc2c3ccccc3ncn2n1
  4	i	-1	i	i	i	i	4	i	-4	i
39: CC(=O)c1n[nH]nc1Nc1nc(C)cc(C)n1
  7	i	-2	i	i	i	i	2	i	-7	i
40: O=C(NC1CC1)C1=C[C@@H](C2CC2)C[C@@H](OCc2ccc(CO)cc2)O1
  -1	i	-2	i	i	i	i	1	i	-5	i
41: CCc1cc[n+](/C(C(=S)Nc2cccc(C)c2)=C(/[O-])c2ccc(C)c([N+](=O)[O-])c2)cc1
  2	i	-4	i	i	i	i	1	i	-15	i
42: CCOc1cccc(CN2CCCC(C(=O)Nc3cccc(-n4cccn4)c3)C2)c1 (stereo not drawn)
  5	i	0	i	i	i	i	-1	i	-15	i
43: CCOC(=O)c1ccccc1NC(=O)CSc1nnnn1C
  1	i	-4	i	i	i	i	0	i	-6	i
44: COc1cccc(C(Nc2ccccn2)c2c(NC(=O)c3ccco3)sc(C)c2C)c1 (stereo not drawn)
  1	i	0	i	i	i	i	-2	i	-12	i
45: CCCN(CCC)CC(C)(C)NS(=O)(=O)c1ccc(Cl)cc1
  -9	i	-2	i	i	i	i	3	i	-8	i
46: CC(C)CC(=O)Nc1ccc(-c2nc3ccccc3c(=O)o2)cc1
  0	i	-1	i	i	i	i	2	i	-11	i
47: CCN(CC)S(=O)(=O)c1ccc(N2CCOCC2)c(NC(=O)c2cccc(C#N)c2)c1
  -1	i	-3	i	i	i	i	2	i	0	i
48: Cc1cccn2c(=O)c3cc(C(=O)NCc4cccnc4)c(=N)n(CC4CCCO4)c3nc12 (stereo not drawn)
  1	i	1	i	i	i	i	0	i	-11	i
49: O=C(O)/C=C/C(=O)Nc1ccc(Cc2ccc(NC(=O)/C=C/C(=O)O)cc2)cc1
  -2	i	2	i	i	i	i	0	i	-5	i
50: Cc1ccc(C)c(N2CCN(C(=S)Nc3ccc4nc(N5CCN(C)CC5)cc(C)c4c3)CC2)c1
  -6	i	0	i	i	i	i	-1	i	-18	i
51: COc1ccc(N2CC(C(=O)Nc3nnc(SCC(=O)N4CCOCC4)s3)CC2=O)cc1 (stereo not drawn)
  2	i	-2	i	i	i	i	3	i	-6	i
52: Nc1nc(-c2ccc3ccccc3c2)c(C2(O)C(=O)Nc3c(Br)cc(F)cc32)s1 (stereo not drawn)
  -9	i	0	i	i	i	i	-4	i	-5	i
53: COc1ccc(-c2cc(CCCC(=O)NCCc3ccccc3)no2)cc1
  -10	i	-2	i	.	i	i	1	i	-9	i
54: CCCCOC(=O)N1CCOCCOCCOCC1
  8	i	-6	i	i	i	i	3	i	-12	i
55: Cc1ccc(S(=O)(=O)NCC(=O)OCc2nnc(-c3ccccc3)o2)cc1C
  -5	i	0	i	i	i	i	-9	i	-19	i
56: COc1cccc(-c2cc(C(=O)NCCCn3ccnc3)c3ccccc3n2)c1
  3	i	-2	i	i	i	i	0	i	-14	i
57: COc1ccc(OCCSc2ncccn2)cc1
  1	i	4	i	i	i	i	-2	i	-7	i
58: Cc1cc(NS(=O)(=O)c2ccc(N3C(=O)C4C5C=CC(C5)C4C3=O)cc2)nc(C)n1 (stereo not drawn)
  0	i	-1	i	i	i	i	1	i	-10	i
59: CCC(=O)N1CCc2cc(Br)cc(S(=O)(=O)NCCCN(C)Cc3ccccc3)c21
  -3	i	-2	i	i	i	i	2	i	1	i
60: Cc1ccc(S(=O)(=O)CCc2nc3ccccc3s2)cc1C
  -1	i	-4	i	i	i	i	-2	i	-8	i

The listing continues.
Order of results – Dyrk1A ADPGlo	KCNQ1 inh	GSK3 alpha inh	RGS4 pot	PolyA inhibitor	KCNK9 inh	KCNK3 block	GSK3beta inhib	KCNQ1 pot	hERG rescue	RGS4 block
61: Nc1nn(S(=O)(=O)c2ccccc2)cc1-c1cccc([N+](=O)[O-])c1
  -3	i	9	i	i	i	i	-6	i	-12	i
62: Cc1nc(N)c(C#N)c(-c2cccnc2)c1-c1ccccc1
  0	i	-2	i	i	i	i	-2	i	-5	i
63: Cc1ccccc1OCC(=O)Nc1cccc(N(C)S(C)(=O)=O)c1
  -4	i	-1	i	i	i	i	4	i	-4	i
64: Brc1cc2c(cc1CN1CCc3ccccc3C1)OCO2
  4	i	-1	i	i	i	i	0	i	-5	i
65: Cc1c(C)n(C)c2ccc([N+](=O)[O-])cc12
  6	i	-1	i	i	i	i	8	i	-17	i
66: CCOC(=O)Cc1csc(NC(=O)CSc2nnnn2-c2ccc(F)cc2)n1
  -4	i	0	i	i	i	i	-2	i	-5	i
67: O=c1c(/C=C(\O)c2ccc(F)cc2)nc2ccccc2n1-c1ccccc1
  .	6*	-2	i	i	i	i	-1	i	-2	i
68: COC(=O)C(Cc1ccc(O)cc1)NC(=O)C12CC3CC(CC(C3)C1)C2 (stereo not drawn)
  -4	14*	-3	i	i	i	i	-1	i	-16	i
